KCNQ2 block: KCNQ2 potassium channel inhibitors, primary screen, cell-based, CHO-K1, FluxOR thallium flux, B-score (AID 2156). 20 min; active compounds read low. B-score at 10 µM. hit rate 1.1% among 310,000;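 active = fluorescence ratio B-score at most minus 3 library SDs, with starting brightness B-score within 2 library SDs, cut at about -5.5 in these data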
Target sequence (O88943 whole entry, looked up): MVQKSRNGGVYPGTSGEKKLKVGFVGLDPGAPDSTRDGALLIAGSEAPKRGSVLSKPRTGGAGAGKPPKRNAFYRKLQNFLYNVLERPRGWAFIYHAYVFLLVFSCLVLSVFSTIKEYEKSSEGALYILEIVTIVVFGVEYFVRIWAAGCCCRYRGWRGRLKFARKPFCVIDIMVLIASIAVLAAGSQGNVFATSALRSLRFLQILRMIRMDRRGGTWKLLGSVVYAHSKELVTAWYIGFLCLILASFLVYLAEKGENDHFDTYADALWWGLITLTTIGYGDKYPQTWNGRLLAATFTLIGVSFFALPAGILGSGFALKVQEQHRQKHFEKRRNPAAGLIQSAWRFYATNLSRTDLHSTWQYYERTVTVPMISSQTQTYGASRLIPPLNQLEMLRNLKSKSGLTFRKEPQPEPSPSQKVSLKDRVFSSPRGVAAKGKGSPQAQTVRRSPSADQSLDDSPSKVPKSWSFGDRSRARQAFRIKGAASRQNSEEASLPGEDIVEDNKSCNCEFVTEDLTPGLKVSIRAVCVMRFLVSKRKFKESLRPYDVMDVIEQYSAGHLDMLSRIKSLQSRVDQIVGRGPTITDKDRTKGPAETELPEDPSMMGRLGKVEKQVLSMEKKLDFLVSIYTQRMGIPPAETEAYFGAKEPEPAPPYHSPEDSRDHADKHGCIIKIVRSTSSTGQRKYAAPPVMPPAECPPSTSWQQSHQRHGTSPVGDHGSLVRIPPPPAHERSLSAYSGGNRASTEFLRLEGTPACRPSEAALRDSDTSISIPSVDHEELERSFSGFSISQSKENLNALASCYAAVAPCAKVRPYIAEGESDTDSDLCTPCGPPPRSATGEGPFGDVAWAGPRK
STK33 inh: inhibitors of purified STK33 kinase, primary screen, biochemical, ADP-Glo luminescence, homogeneous, cell-free; inhibition, % at 10 µM; AID 2661, 2010; hit rate 0.073% among 320,000; MBP phosphorylation; Serine/threonine-protein kinase 33 (Homo sapiens), Q9BYT3;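 active = inhibition at or above 25%, using the most active replicate where run in duplicate; inactive = inhibition below 25%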
Kir21 block: inhibitors of mouse Kir2.1 inward-rectifier potassium channel; Inward rectifier potassium channel 2 (Mus musculus), P35561; HEK293-Kir2.1, FluxOR thallium flux fluorescence; active compounds read low; B-score at 10 µM; hit rate 0.85% among 310,000; AID 1672, 2009;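 active = fluorescence ratio B-score at or below minus 3 SD of library scores, with starting-brightness B-score within 2 SD, cut at about -4.2 in these data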;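 note: channel flux triggered by added potassium and thallium sulfate stimulus; B-score of peak minus minimum fluorescence over baseline after thallium stimulus; more negative B-score means stronger Kir2.1 block with less thallium influx; some compounds called inactive have numbers as strong as hits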
Active calls of the source: *; i = inactive; . = not tested or not shown.

KCNQ2 block	STK33 inh	Kir21 block	Molecule
i	-1.3	-1.8	CC(C)(C)[C@@H]1C=C(C(=O)N2CCN(Cc3ccc4c(c3)OCO4)CC2)O[C@H](OCc2ccc(CO)cc2)C1
i	2.0	-0.89	CCN1CCN(C(=O)c2ccc(-c3nc4ccccc4s3)s2)CC1
i	2.3	0.86	Fc1cccc(Cl)c1CSc1nnc(-c2ccncc2)o1
i	-1.1	-0.09	COc1ccccc1N1C(=O)CC(N2CCN(c3ccc(Cl)cc3)CC2)C1=O (stereo not given)
i	-0.6	-0.11	CCS(=O)(=O)c1ccc2oc(SCC(=O)NC(C)C3CC4CCC3C4)nc2c1 (stereo not given)
i	0.5	-0.24	COc1ccc(CCNc2oc(Cc3ccccc3)nc2C#N)cc1OC
i	7.8	-1.2	Cc1[nH]nc2c1[C@@H](c1ccccc1[N+](=O)[O-])C(C#N)=C(N)O2
i	0.4	0.76	Cc1ccc(N/C=C/C(=O)c2ccc(C)cc2)cc1
i	-0.3	-0.15	Cc1ccc(C(=O)N/C(=C/c2ccco2)C(=O)NCCCn2ccnc2)cc1
i	-1.5	0	c1cn2cc(CN3CCOCC3)nc2s1
i	-0.8	-1.4	CS(=O)(=O)N(CC(=O)Nc1c(F)cccc1F)c1cccc([N+](=O)[O-])c1
i	-0.6	-0.55	Cc1ccc(C)c2sc(N)nc12
i	-0.5	1.3	CN(C)CCCNCCCNC(=O)c1ccccn1
i	-0.2	0.52	CCc1ccc(S(=O)(=O)Nc2c(C)n(C)n(-c3ccccc3)c2=O)cc1
i	-1.8	0.82	Oc1[nH]c2ccccc2c1N=Nc1nc(Nc2ccccc2)nc(N2CCOCC2)n1
i	-1.2	-0.44	COc1ccc(OC)c2c1sc(=NC(=O)C1COc3ccccc3O1)n2C (stereo not given)
i	-1.0	0.62	O=C1c2cccc3cccc(c23)C(=O)N1c1nccs1
i	-1.3	-0.16	O=C(CCC(=O)OCC(=O)c1cccc([N+](=O)[O-])c1)NC1CCCCC1
i	0.7	0.04	CCOC(=O)c1ccc(N=c2sc(C(=O)OC)cc(=O)n2-c2ccc(C(=O)OCC)cc2)cc1
i	-1.6	0.04	CC(C)CC1(C(=O)NCCN2CCOCC2)C=CCN1C(=O)c1ccccc1 (stereo not given)

The final 5 records of the part above lead into the next.
KCNQ2 block	STK33 inh	Kir21 block	Molecule
i	-1.2	-0.44	COc1ccc(OC)c2c1sc(=NC(=O)C1COc3ccccc3O1)n2C (stereo not given)
i	-1.0	0.62	O=C1c2cccc3cccc(c23)C(=O)N1c1nccs1
i	-1.3	-0.16	O=C(CCC(=O)OCC(=O)c1cccc([N+](=O)[O-])c1)NC1CCCCC1
i	0.7	0.04	CCOC(=O)c1ccc(N=c2sc(C(=O)OC)cc(=O)n2-c2ccc(C(=O)OCC)cc2)cc1
i	-1.6	0.04	CC(C)CC1(C(=O)NCCN2CCOCC2)C=CCN1C(=O)c1ccccc1 (stereo not given)
i	-1.2	0	CCOC(=O)N1CCN(C(=O)c2cc(OC)cc(OC)c2)CC1
i	0.0	2	Cn1nc2c3ccccc3n(Cc3ccccc3)c2nc1=S
i	-0.6	0.56	COc1ccc(N2CCN(C(=O)c3ccc(C)cc3)CC2)c([N+](=O)[O-])c1
i	-1.0	-1.6	CC/C(=N\NC(=O)c1ccc(N2CCCC2=O)cc1)c1ccccc1
i	0.0	0.05	CCn1c(O)c(N=NC(=O)CNC(=O)Cc2ccccc2)c2ccccc21
i	0.2	1.1	N/C(=N\OCC(=O)Nc1ccccc1)c1nonc1N
i	-1.2	-0.88	Nc1nc(-c2ccc(NC(=O)c3ccco3)cc2)cs1
i	-0.8	-0.76	CCCCCn1c(=O)[nH]c2cc(C(=O)NCCN3CCC(C)CC3)ccc2c1=O
i	0.6	1.4	CCC(Oc1cccc(Cl)c1)C(=O)N1CCCN(C)CC1 (stereo not given)
i	-4.1	0.88	C/C(=N\NC(=O)C1(C)CC1(Br)Br)c1ccc(NC(=O)c2ccc(C)o2)cc1 (stereo not given)
i	-0.4	-0.45	O=C(CC1S/C(=N/N=C2CCCCCC2)NC1=O)Nc1ccc(Br)cc1F (stereo not given)
i	0.5	0.47	CC1CCCC(C)N1/N=C/c1cc(Br)c(O)c(Br)c1 (stereo not given)
i	-0.8	-2.4	CCCCc1c(O)nc(SCC(=O)c2ccccc2)n(-c2ccccc2)c1=O
i	-0.3	-0.43	COc1ccc(-n2c(=O)c3ccccc3n(CC(=O)NC3CCCC3)c2=O)c(OC)c1
i	0.1	1.2	Cc1cc(OCC(=O)NCC(O)c2ccccc2)c2c(C)c(C)c(=O)oc2c1 (stereo not given)
i	1.7	0.37	O=C(CCCCCn1c(=O)[nH]c2ccccc2c1=O)NCCCN1CCN(c2ccccc2F)CC1
i	-0.8	0	CN1C(=O)NC(c2ccc(O)cc2)C2=C1CN(c1ccccc1)C2=O (stereo not given)
i	-0.7	-0.6	CCOc1ccc(/C=C(\C#N)C(=O)Nc2ccccn2)cc1
i	-0.3	1.8e-17	CCOc1ccc(N2C(=O)c3cccnc3C2Nc2ccc(OC)cc2)cc1 (stereo not given)
i	-0.5	0.11	CC(=O)c1nn(-c2cccc(Br)c2)cc1C(=O)c1ccc(Br)cc1

Compounds shown so far that contain a cyano group:
KCNQ2 block	STK33 inh	Kir21 block	Molecule
i	0.5	-0.24	COc1ccc(CCNc2oc(Cc3ccccc3)nc2C#N)cc1OC
i	7.8	-1.2	Cc1[nH]nc2c1[C@@H](c1ccccc1[N+](=O)[O-])C(C#N)=C(N)O2
i	-0.7	-0.6	CCOc1ccc(/C=C(\C#N)C(=O)Nc2ccccn2)cc1

(list continues)
KCNQ2 block	STK33 inh	Kir21 block	Molecule
i	-0.8	0.5	O=C(COC(=O)CCc1ccccc1)NC(c1ccccc1)c1ccccc1
i	-0.6	0.09	C=CCN1C(=O)CSc2ccc(C(=O)NCCC3=CCCCC3)cc21
i	1.9	0.3	CC(C)(C)NC(=O)C(c1ccncc1)N(C(=O)Cn1nnc(-c2ccc(F)cc2)n1)c1cccc(F)c1 (stereo not given)
i	0.4	2.2	O=c1c2cn[nH]c2nc(SCc2ccccc2F)n1-c1ccc(Br)cc1
i	0.6	1.5	C/C(=C\C(=O)c1ccc(C)o1)Nc1ccc2c(c1)OCO2
i	-1.1	0.61	CCOC(=O)/C(=C\c1ccc([N+](=O)[O-])cc1)C(=O)c1cc(C(C)=O)c(Nc2ccccc2)s1
i	.	-0.72	CCc1nnc(NS(=O)(=O)c2ccc(NC(=S)NC(=O)c3ccc(OC)cc3)cc2)s1
i	1.3	0.32	COCCNc1oc(-c2ccc(C)cc2)nc1C#N
i	-1.6	-0.97	CC(=O)c1ccc(NC(=S)N2CC(C)CC(C)C2)cc1 (stereo not given)
i	-0.9	2.1	Cc1cc(SCC(=O)Nc2cccnc2Cl)nc2ccccc12
i	1.7	0.21	c1ccc(OCCSc2nnc3sc4ccccc4n23)cc1
i	0.0	-1.2	O=C1CCC(=O)N1c1nc2nc(-c3ccccc3)cc(-c3ccccc3)n2n1
i	-0.2	-0.09	O=C(CCOc1ccccc1)Nc1cccc(S(=O)(=O)Nc2ccccc2Cl)c1
i	-0.3	-0.56	CC1(C)NC(=O)N(CC(O)CN(c2ccccc2)S(=O)(=O)c2ccc([N+](=O)[O-])cc2)C1=O (stereo not given)
i	-1.2	0.4	O=C(CSCc1ccc([N+](=O)[O-])cc1)NCCSCc1ccccc1
i	-0.3	-0.29	O=C(c1ccc([N+](=O)[O-])cc1)n1nc(-c2ccccc2)nc1NCc1ccc(F)cc1
i	0.0	-3.4	CC(=O)c1cccc(N(CC(=O)O)S(C)(=O)=O)c1
i	-1.1	0.05	Cc1ccc(CNc2nc(-c3cccs3)nc3ccccc23)cc1
i	-0.1	-0.15	O=C1CSC(=NC(=O)c2ccccc2)N1
i	-1.1	-0.97	CCOC(=O)c1sc2nc(C)c([N+](=O)[O-])c(COC)c2c1N

Part of the list above, showing only Kir21 block and KCNQ2 block.
structure,Kir21 block,KCNQ2 block
Cc1ccc(N/C=C/C(=O)c2ccc(C)cc2)cc1,0.76,i
Cc1ccc(C(=O)N/C(=C/c2ccco2)C(=O)NCCCn2ccnc2)cc1,-0.15,i
c1cn2cc(CN3CCOCC3)nc2s1,0,i

Continued.
KCNQ2 block	STK33 inh	Kir21 block	Molecule
i	-0.6	-2.1	COc1cc(OC)c2ccc(=O)oc2c1C(CCN1CCCC(C)C1)c1ccc2c(c1)OCO2 (stereo not given)
i	-0.5	-0.75	COc1cc(C=O)ccc1OCc1ccccc1Br
i	.	-1.2	Cn1c(-c2ccc(F)cc2)cnc1NCc1ccc(F)cc1F
i	-0.6	0.05	COc1ccc(CCN(C)C(=O)C2CCCN(C3CCN(Cc4ccccc4)CC3)C2)cc1OC (stereo not given)
i	-1.5	-1	Fc1ccc(Nc2nnc(C(F)(F)F)s2)cc1
i	1.5	-0.08	FC(F)(F)c1cnc(-c2cnc(-c3ccccn3)nc2)c(Cl)c1
i	0.2	0.78	CN(C)c1ccc(/C=N/OC(=O)Nc2ccccc2Cl)cc1
i	-0.8	-0.4	Cc1cc(Nc2cc(C)on2)n2ncnc2n1
i	0.4	1.4	CCNC(=O)C(=O)NCC1OCCCN1S(=O)(=O)c1cccs1 (stereo not given)
i	-1.5	0.75	CCC(=O)NC(Nc1sc2c(c1C(=O)OC)CCN(C)C2)(C(F)(F)F)C(F)(F)F
i	5.7	2.6	O=C(Nc1cccc(Cl)c1)Nc1ccon1
i	-0.3	0.37	O=C(CSc1nc2ccccc2c(=O)n1-c1cccc(C(F)(F)F)c1)NC1CC1
i	6.5	0.06	Cc1ccccc1N=C/C=C1/C=C(c2ccccc2)OC(C)(C)O1
i	-1.6	2.5	COc1cc(/C=C/C(=O)OC2CC3CCC2(C)C3(C)C)ccc1O (stereo not given)
i	.	0.26	CCCCCCn1cnc2c(c1=O)c1nc3ccccc3nc1n2/N=C/c1ccco1
i	-0.8	-2.6	CN(C)C(=S)Nc1ccc(Cl)cc1
i	-0.5	-0.04	O=C(c1ccc(Br)o1)N1CCN(C23CC4CC(CC(C4)C2)C3)CC1
i	.	1.5	CC1(C)CC(=O)C(C=Nc2cccc(/N=C/C3=C(O)CC(C)(C)CC3=O)n2)=C(O)C1
i	-0.9	0.04	CC(=O)c1cn(CC(=O)Nc2cccc(C)c2C)c2ccccc12
i	-2.3	0.22	O=C(CCN1C(=O)/C(=C/C=C/c2ccccc2)SC1=S)Nc1cccnc1
i	-1.2	0.21	CN(C1=C(N2CCCCC2)C(=O)c2ccccc2C1=O)c1ccccc1
i	1.0	0.6	COc1ccc(OC)c(N=c2oc3cc(O)ccc3cc2C(N)=O)c1
i	-1.2	-0.1	CCOC(=O)c1c(C2CC2)csc1NC(=O)COC(=O)CCS(=O)(=O)c1ccc(C)cc1
i	0.9	0.02	COC(=O)C1=C(C)N(CCCC(=O)O)C(=O)NC1c1ccc(C#N)cc1 (stereo not given)
i	-1.1	2.8	CC1(C)CC(=O)C(C=NCCCO)=C(O)C1
i	-2.3	1.3	O=C(NCc1ccc2c(c1)OCO2)C1CCN(S(=O)(=O)c2ccc(Br)s2)CC1
i	-0.7	-0.67	CC(CCc1ccccc1)C(=O)NO (stereo not given)
i	.	-0.01	Cc1ccc(C(OC(=O)c2ccco2)C(=O)NC(C)(C)C)cc1 (stereo not given)
i	.	-0.99	CCCCNC(=S)Nc1ccc2cn[nH]c2c1
i	1.8	0.61	Cc1cccc(-c2nsc(SCC(=O)Nc3nccs3)n2)c1
i	-3.0	1.4	NC(=O)Cc1ccc(C(=O)c2ccc(Cl)cc2Cl)s1
i	-0.8	2.3	O=C(NC1CCCC1)C(c1cccs1)N(C(=O)c1ccno1)c1ccccc1 (stereo not given)
i	-1.6	0.47	CCOC(=O)C1CC(C)=C(C)CC1C(=O)O (stereo not given)
i	0.5	0.51	CCCNC(=S)Nc1ccc2nc(-c3ccccn3)c(-c3ccccn3)nc2c1
i	-1.7	-1.5	CSC(=Nc1ccccc1)Nc1ccccc1
i	-0.9	1.6	O=C(O)c1cnc(-c2ccccc2)nc1Sc1ccc(Cl)cc1Cl
i	-1.3	1.3	N/C(=N\OC(=O)C(c1ccccc1)c1ccccc1)c1cccnc1
i	-1.2	0.42	COc1ccc(Br)cc1/C=N/Nc1ccc(Cl)c(C(=O)O)c1
i	1.5	1.7	Cc1nc(NC(=O)c2ccccc2)sc1C
i	-1.9	0.66	Cc1ccc(N(C(C)C(=O)O)S(=O)(=O)c2cccnc2)cc1 (stereo not given)
i	-0.2	-0.69	Cc1[nH]c2ccccc2c1C(=O)C(=O)NCc1cccs1
i	-0.1	2.4	COc1cccc(C(C(=O)NC2CCCCC2)N(C(=O)c2cccs2)c2ccc3c(c2)OCO3)c1 (stereo not given)
i	-3.5	1.4	COC(=O)Nc1ccc(S(=O)(=O)Nc2cccc3ccccc23)cc1
i	1.4	-1.8	CC[n+]1c(/C=C/Nc2ccccc2)oc2ccccc21
i	-2.2	-0.94	COc1ccc(C2CC(c3ccccc3)=NN2C(=O)c2ccc(F)cc2)cc1 (stereo not given)
-9.3*	-0.4	-0.08	C(=N\Nc1nc(N2CCCCC2)nc(N2CCCCC2)n1)/c1c[nH]c2ccccc12
i	-1.3	-0.51	CCN(CC)CC(=O)NCC1(c2ccccc2)CCOCC1

High-throughput results (PubChem BioAssay)

Hits appear at their usual frequency (roughly 1.9% active in at least one column).
